From PubChem
FBW7 act – human FBW7 E3 ligase activation, primary screen; Q969H0; AlphaScreen FBW7–phospho-cyclin E peptide binding, activator screen; normalized activity (activation), % at 26.1 µM; actives 0.13% (n = 650,000); in the data active = normalized activity above about 1.9%;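 also: purified mutant Fbw7 with reduced substrate affinity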
Target sequence (Q969H0 whole entry, looked up): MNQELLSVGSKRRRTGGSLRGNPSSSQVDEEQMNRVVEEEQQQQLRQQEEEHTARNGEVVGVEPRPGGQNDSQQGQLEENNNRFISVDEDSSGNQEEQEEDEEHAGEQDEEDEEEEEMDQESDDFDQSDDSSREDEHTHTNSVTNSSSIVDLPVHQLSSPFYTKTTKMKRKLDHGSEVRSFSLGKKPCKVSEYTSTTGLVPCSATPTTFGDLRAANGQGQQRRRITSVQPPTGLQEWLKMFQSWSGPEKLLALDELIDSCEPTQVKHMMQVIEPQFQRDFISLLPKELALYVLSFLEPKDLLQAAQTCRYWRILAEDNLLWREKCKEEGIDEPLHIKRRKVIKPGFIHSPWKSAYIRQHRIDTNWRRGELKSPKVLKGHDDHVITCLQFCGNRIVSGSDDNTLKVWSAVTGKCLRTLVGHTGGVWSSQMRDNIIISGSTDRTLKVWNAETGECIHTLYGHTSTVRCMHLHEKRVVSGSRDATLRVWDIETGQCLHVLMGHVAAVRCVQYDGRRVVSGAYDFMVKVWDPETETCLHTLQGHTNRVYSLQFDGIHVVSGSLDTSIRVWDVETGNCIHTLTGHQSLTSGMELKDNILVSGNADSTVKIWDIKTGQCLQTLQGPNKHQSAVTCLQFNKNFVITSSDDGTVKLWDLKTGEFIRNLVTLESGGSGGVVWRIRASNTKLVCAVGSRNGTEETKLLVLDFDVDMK
GPR151 ag – activators of human GPR151. Q8TDV0. PathHunter beta-arrestin GPR151 cells, luminescence. AID 1508602. actives 1% (n = 650,000). activation, % at 11.2 µM; in the data active = activation above about 4.9%;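 also: 0% = median of compound wells and 100% = cells with positive control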
Target sequence (Q8TDV0 whole entry, looked up): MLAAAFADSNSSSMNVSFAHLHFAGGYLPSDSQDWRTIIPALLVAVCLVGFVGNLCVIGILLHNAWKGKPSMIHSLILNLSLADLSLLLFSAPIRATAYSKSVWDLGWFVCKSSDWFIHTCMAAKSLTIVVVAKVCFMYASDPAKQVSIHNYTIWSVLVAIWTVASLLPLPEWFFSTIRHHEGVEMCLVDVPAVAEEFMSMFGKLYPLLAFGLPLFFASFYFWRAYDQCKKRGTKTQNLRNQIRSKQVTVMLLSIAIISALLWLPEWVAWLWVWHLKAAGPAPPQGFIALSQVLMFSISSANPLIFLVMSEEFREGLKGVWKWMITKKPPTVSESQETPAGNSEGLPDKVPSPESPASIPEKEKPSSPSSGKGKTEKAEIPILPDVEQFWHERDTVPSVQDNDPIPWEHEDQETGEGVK
TEAD-YAP block – TEAD-YAP interaction inhibition. HEK-TIYL cells, TEAD-Gal4/YAP UAS-luciferase luminescence. inhibition, % at 9.12 µM. actives 1.4% (n = 640,000). AID 1259422; in the data active = inhibition above about 32%;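 also: 0% = median of test compound wells and 100% = reference inhibitor wells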
MITF primary – inhibitors of human MITF; inhibition, % at 2.6 µM; actives 0.91% (n = 650,000); AlphaScreen MITF homodimerization, bead proximity signal; AID 1259374; in the data active = inhibition above about 50%;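 also: 0% = vehicle wells with protein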
Starred values were filed as active, the others as inactive; & = joins results of further samples.

`CCCSc1nnc2c(n1)OC(c1c(Cl)cccc1Cl)Nc1ccccc1-2` (stereo not drawn) gave FBW7 act 0.1, GPR151 ag 0.7, TEAD-YAP block -26 and MITF primary 0.
For Cc1sc2ncnc(SCC(=O)NC(C)C(C)C)c2c1C (stereo not drawn) the results were FBW7 act -0.1, GPR151 ag 0.0, TEAD-YAP block 9 and MITF primary -12.
For COC(=O)c1ccc(NC(=S)N2CCC3(CC2)OCCO3)cc1 the results were FBW7 act -0.3, GPR151 ag -0.1, TEAD-YAP block -3 and MITF primary -4.
CC(C)c1ccc(NS(=O)(=O)c2c[nH]c(=O)[nH]c2=O)cc1 was read as FBW7 act -0.1, GPR151 ag -2.0, TEAD-YAP block -3 and MITF primary -5.
For CCCc1ccc(-c2ccc(OC(F)(F)F)cc2)nc1 the results were FBW7 act -0.1, GPR151 ag -0.1, TEAD-YAP block -44 and MITF primary 8.
Cc1ncn(-c2ccc(Nc3ncc4cccc(-c5ccn(C)n5)c4n3)cc2)n1 was read as FBW7 act 0.6, GPR151 ag -1.2, TEAD-YAP block 62* and MITF primary 38.
Screening COc1cc(/C=C2/NC(=S)NC2=O)cc(Cl)c1O returned FBW7 act -0.1, GPR151 ag 1.0, TEAD-YAP block 8 and MITF primary -9.
`Cc1ccc(NS(=O)(=O)c2cc(C(=O)NCc3ccncc3)ccc2C)c(C)c1` gave FBW7 act -0.1, GPR151 ag 1.5, TEAD-YAP block -3 and MITF primary 8.
For CCC(C)NCCOc1ccccc1C (stereo not drawn) the results were FBW7 act 0.3, GPR151 ag 0.1, TEAD-YAP block 10 and MITF primary 23.
For O=C1CCC(=O)N1c1cccc(S(=O)(=O)NCc2ccccc2)c1 the results were FBW7 act 0.4, GPR151 ag -0.9, TEAD-YAP block 6 and MITF primary 9.
`Cn1nccc1Nc1nc2ccc(C(=O)NCc3ccccc3)cc2s1` gave FBW7 act 0.9, GPR151 ag -1.3, TEAD-YAP block 7 and MITF primary 10.
COc1ccc(C2C3C(=O)N(c4ccc(F)cc4)C(=O)C3ON2c2ccccc2)cc1 (stereo not drawn) was read as FBW7 act 0.0, GPR151 ag 3.3, TEAD-YAP block 5 and MITF primary -2.
Screening Cc1ccc(C)c(NC(=O)C2CC(O)CN2C(=O)Oc2ccccc2)c1 (stereo not drawn) returned FBW7 act -0.2, GPR151 ag -1.9, TEAD-YAP block 3 and MITF primary -11.
`C/C(=N\Nc1cccc2cccnc12)c1cc([N+](=O)[O-])cs1` gave FBW7 act -0.2, GPR151 ag -0.8, TEAD-YAP block -1 and MITF primary 1.
Screening N#C/C(=C\c1ccccc1)C(=O)Nc1ccc([N+](=O)[O-])cc1 returned FBW7 act -0.1, GPR151 ag 0.4, TEAD-YAP block 0 and MITF primary -1.
`O=C(/C=C/c1cccs1)NC1=NCCS1` gave FBW7 act 0.2, GPR151 ag -1.2, TEAD-YAP block -57 and MITF primary -2.
O=C(Nc1ccccc1C(=O)NC(Cc1ccccc1)C(=O)O)c1ccco1 (stereo not drawn) was read as FBW7 act 0.1, GPR151 ag 2.0, TEAD-YAP block -6 and MITF primary -2.
Screening COc1ccccc1NS(=O)(=O)c1cccc(N2CC(O)=C(c3ccccc3)C2=N)c1 returned FBW7 act 0.3, GPR151 ag -1.8, TEAD-YAP block -5 and MITF primary -13.
Screening COc1ccccc1CNC(=O)c1cccc(-n2c(=S)[nH]c3cc(Cl)ccc3c2=O)c1 returned FBW7 act -0.1, GPR151 ag -0.2, TEAD-YAP block -6 and MITF primary 20.
`CS(=O)(=O)c1ccc(C(O)[C@H](CF)NC(=O)C(Cl)Cl)cc1` (stereo partly drawn) gave FBW7 act 0.1&-0.1, GPR151 ag 1.8&-0.4, TEAD-YAP block 18 and MITF primary 16&-13.
CCCCN(CC)C(=O)c1ccc(Br)cc1 was read as FBW7 act 0.0, GPR151 ag -1.0, TEAD-YAP block 4 and MITF primary -1.
Screening COc1cccc(N2C(=O)NC(=O)/C(=C/c3ccc(OC)c(OC)c3OC)C2=O)c1 returned FBW7 act 0.0, GPR151 ag 0.8, TEAD-YAP block 11 and MITF primary 14.
CCc1ccc(CN2CCN(CCc3ccccc3)C(CCO)C2)o1 (stereo not drawn) was read as FBW7 act 0.0, GPR151 ag 1.3, TEAD-YAP block 10 and MITF primary 7.
For CCC(C)OC(=O)C1=C(C)NC(=O)NC1c1ccccc1Br (stereo not drawn) the results were FBW7 act -0.1, GPR151 ag 1.2, TEAD-YAP block -7 and MITF primary -7.

Taken from the entries so far for reference:
Screening Cc1ccc(C)c(NC(=O)C2CC(O)CN2C(=O)Oc2ccccc2)c1 (stereo not drawn) returned FBW7 act -0.2, GPR151 ag -1.9, TEAD-YAP block 3 and MITF primary -11.
`C/C(=N\Nc1cccc2cccnc12)c1cc([N+](=O)[O-])cs1` gave FBW7 act -0.2, GPR151 ag -0.8, TEAD-YAP block -1 and MITF primary 1.
Screening N#C/C(=C\c1ccccc1)C(=O)Nc1ccc([N+](=O)[O-])cc1 returned FBW7 act -0.1, GPR151 ag 0.4, TEAD-YAP block 0 and MITF primary -1.
`O=C(/C=C/c1cccs1)NC1=NCCS1` gave FBW7 act 0.2, GPR151 ag -1.2, TEAD-YAP block -57 and MITF primary -2.

The listing picks up; the four compounds before the break are reprinted first.
CCCCN(CC)C(=O)c1ccc(Br)cc1 was read as FBW7 act 0.0, GPR151 ag -1.0, TEAD-YAP block 4 and MITF primary -1.
Screening COc1cccc(N2C(=O)NC(=O)/C(=C/c3ccc(OC)c(OC)c3OC)C2=O)c1 returned FBW7 act 0.0, GPR151 ag 0.8, TEAD-YAP block 11 and MITF primary 14.
CCc1ccc(CN2CCN(CCc3ccccc3)C(CCO)C2)o1 (stereo not drawn) was read as FBW7 act 0.0, GPR151 ag 1.3, TEAD-YAP block 10 and MITF primary 7.
For CCC(C)OC(=O)C1=C(C)NC(=O)NC1c1ccccc1Br (stereo not drawn) the results were FBW7 act -0.1, GPR151 ag 1.2, TEAD-YAP block -7 and MITF primary -7.
For CCOc1ccc(C(=O)Nc2ccc(I)cn2)cc1[N+](=O)[O-] the results were FBW7 act 0.0, GPR151 ag -0.9, TEAD-YAP block -9 and MITF primary 5.
`CSc1ccc(/C=C2\N=C(c3ccc(Cl)c(Cl)c3)OC2=O)cc1` gave FBW7 act 0.0, GPR151 ag -0.3, TEAD-YAP block -1 and MITF primary -7.
For COC(=O)c1ccc(NC(=O)C2CCCN(c3ccc(-c4ccc(F)cc4)nn3)C2)cc1 (stereo not drawn) the results were FBW7 act 0.2, GPR151 ag 3.9, TEAD-YAP block -13 and MITF primary 11.
`Cc1cccc(CN2CCN3C(=O)[C@H](Cc4ccccc4)N(C)C(=O)[C@H]3C2)c1` gave FBW7 act 0.2, GPR151 ag -0.7, TEAD-YAP block -4 and MITF primary -19.
CC(C)(C)c1ccc(-c2nc3cc(NC(=O)c4ccc(Br)o4)ccc3o2)cc1 was read as FBW7 act 0.3, GPR151 ag 0.1, TEAD-YAP block 37* and MITF primary -10.
For O=C(Nc1nnnn1/N=C/c1ccccc1F)c1ccc(F)cc1 the results were FBW7 act 0.0, GPR151 ag 1.8, TEAD-YAP block -6 and MITF primary 9.
CC(C)OC(=O)c1ccc(NC(=O)CCN2C(=O)C3C4CCC(C4)C3C2=O)cc1 (stereo not drawn) was read as FBW7 act 0.1, GPR151 ag 2.6, TEAD-YAP block -5 and MITF primary -5.
Screening O=C(COc1ccc2oc3c(c2c1)CCCC3)Nc1cccc(Br)c1 returned FBW7 act 0.0, GPR151 ag -0.1, TEAD-YAP block 3 and MITF primary 9.
Screening CC(C)c1cc(Br)ccc1OCCCN1C(=O)NC(C)(C)C1=O returned FBW7 act 0.1, GPR151 ag -0.3, TEAD-YAP block 0 and MITF primary 20.
Screening O=c1c2ccccc2nc(SCc2c(F)cccc2Cl)n1CCC1=CCCCC1 returned FBW7 act -0.1, GPR151 ag 0.7, TEAD-YAP block 8 and MITF primary 8.
For CC1=C(C(=O)OC(C)C)C(c2cccs2)C2=C(CC(c3cccs3)CC2=O)N1 (stereo not drawn) the results were FBW7 act 0.0, GPR151 ag 0.1, TEAD-YAP block 37* and MITF primary -6.
Cc1c(CC(=O)O)c2c(n1-c1ccc(F)cc1)CCCC2=O was read as FBW7 act 0.0, GPR151 ag 0.3, TEAD-YAP block -3 and MITF primary -2.
Screening O=C(Nc1cccc2nsnc12)c1cccc(Br)c1 returned FBW7 act 1.3, GPR151 ag -1.3, TEAD-YAP block 1 and MITF primary 16.
COc1cc(C)c(Cl)cc1S(=O)(=O)n1ccnc1 was read as FBW7 act 0.1, GPR151 ag -1.7, TEAD-YAP block 8 and MITF primary 16.
Screening CC(CCc1ccccc1)NC(=O)C1=CCN(S(=O)(=O)c2ccc(F)cc2)CC1 (stereo not drawn) returned FBW7 act -0.1, GPR151 ag 0.2, TEAD-YAP block -4 and MITF primary 8.
For COc1ccc(CCS(=O)(=O)NCCc2ccc(N3CCCC3)cc2)cc1 the results were FBW7 act -0.5, GPR151 ag 0.6, TEAD-YAP block 15 and MITF primary 20.
O=C(Nc1ccc(Cl)cc1Cl)c1cnc2n(c1=O)CCS2 was read as FBW7 act 0.1, GPR151 ag 0.8, TEAD-YAP block -10 and MITF primary -2.
`CCOc1ccc(-c2nnc(NC(=O)Nc3ccccc3[N+](=O)[O-])o2)cc1` gave FBW7 act 0.7, GPR151 ag -1.2, TEAD-YAP block -18 and MITF primary 5.
S=c1sc2c(N3CCN(Cc4ccccc4)CC3)ncnc2n1-c1ccccc1 was read as FBW7 act -0.1, GPR151 ag -0.4, TEAD-YAP block 3 and MITF primary 6.
`Cc1ccc(-n2c(=S)sc3c(=O)n(-c4ccccc4)c(SCC(=O)NCCc4ccccc4)nc32)cc1C` gave FBW7 act -0.2, GPR151 ag 1.3, TEAD-YAP block -5 and MITF primary 4.
Screening O=c1[nH]c2nc(-c3cncnc3)cnc2n1-c1ccccc1 returned FBW7 act -0.1, GPR151 ag -0.4, TEAD-YAP block 5 and MITF primary 2.
Screening O=[N+]([O-])c1cc(-n2ncnc2-c2ccc3c(c2)OCO3)ccc1F returned FBW7 act 0.1, GPR151 ag 0.2, TEAD-YAP block -1 and MITF primary -6.
COc1cc(C(=O)Nc2ccc(I)cc2)cc(OC)c1OC was read as FBW7 act 0.0, GPR151 ag -0.2, TEAD-YAP block 35* and MITF primary -13.
For COc1ccc(OCCOc2c(Cl)cc(Cl)cc2/C=N/n2cnnc2)cc1 the results were FBW7 act 0.1, GPR151 ag 3.8, TEAD-YAP block -16 and MITF primary 14.
O=C(O)c1ccc(S(=O)(=O)n2ncc3ccccc32)cc1 was read as FBW7 act 0.0, GPR151 ag -0.2, TEAD-YAP block -4 and MITF primary 3.
`COc1ccc(C(=O)Nc2ccc(O)cc2)c(OC)c1` gave FBW7 act 1.0, GPR151 ag -0.5, TEAD-YAP block 17 and MITF primary 14.
`O=C(NCc1cccnc1)/C(=C/c1cccnc1)NC(=O)c1ccccc1` gave FBW7 act 0.2, GPR151 ag -1.0, TEAD-YAP block 2 and MITF primary 8.
CCn1c(=O)c2ccccc2n2c(SCC(N)=O)nnc12 was read as FBW7 act 0.4, GPR151 ag 6.3*, TEAD-YAP block -2 and MITF primary 0.
Screening CN(CC(=O)Nc1ccc(Br)cc1)S(=O)(=O)c1ccccc1 returned FBW7 act 0.3, GPR151 ag -0.3, TEAD-YAP block -6 and MITF primary 5.
For O=C(NC12CC3CC(CC(C3)C1)C2)N1CCN(c2ccccc2O)CC1 the results were FBW7 act 0.1, GPR151 ag 0.6, TEAD-YAP block 0 and MITF primary 22.
NC(=O)CSc1nnc(-c2ccoc2)o1 was read as FBW7 act 0.1, GPR151 ag -0.5, TEAD-YAP block 4 and MITF primary 2.
Screening CC1=C(C(=O)Nc2ccccc2)C(c2cccs2)C(C#N)=C(SCC(=O)Nc2cccc(Br)c2)N1 (stereo not drawn) returned FBW7 act -0.1, GPR151 ag 1.5, TEAD-YAP block 0 and MITF primary -2.
`Cc1cc(C)c(C2=NON3N(C(=O)c4ccc(Cl)cc4Cl)c4ccccc4N23)c(C)c1` gave FBW7 act -0.1, GPR151 ag 1.6, TEAD-YAP block -2 and MITF primary -4.
`COC(=O)c1c(NC(=O)COc2ccc(OC)cc2)sc2c1CCC(C)C2` (stereo not drawn) gave FBW7 act -0.1, GPR151 ag 1.1, TEAD-YAP block 3 and MITF primary -8.
For Nc1cc(S(=O)(=O)O)c2ncnc3c2c1C(=O)c1ccccc1-3 the results were FBW7 act 0.0, GPR151 ag 2.2, TEAD-YAP block 2 and MITF primary -6.
N#Cc1c(-c2ccc3c(c2)OCO3)c(C#N)c2n3c(nn2c1=O)CCCCC3 was read as FBW7 act -0.2, GPR151 ag 0.1, TEAD-YAP block 10 and MITF primary -3.
For COc1ccc(F)cc1S(=O)(=O)n1cc(C)nc1-c1ccccc1 the results were FBW7 act 0.1, GPR151 ag 1.5, TEAD-YAP block 9 and MITF primary 3.
Screening OCC1CCCN1c1cc(NCCOc2ccccc2)ncn1 (stereo not drawn) returned FBW7 act -0.1, GPR151 ag -2.2, TEAD-YAP block 26 and MITF primary 9.
`COc1ccc(Oc2coc3cc(OC(C)C(=O)OC4CCCCC4)ccc3c2=O)cc1` (stereo not drawn) gave FBW7 act 0.4, GPR151 ag 1.6, TEAD-YAP block -1 and MITF primary 11.
Screening CCCNc1nc(N2CCCC(C(=O)N(CC)CC)C2)nc2c1ncn2-c1ccsc1 (stereo not drawn) returned FBW7 act -0.4, GPR151 ag -0.5, TEAD-YAP block 37* and MITF primary -1.
Screening COc1ccc(CN2CCN(C(=O)c3ccc(F)cc3)CC2)c(OC)c1OC returned FBW7 act 0.4, GPR151 ag -1.9, TEAD-YAP block -7 and MITF primary 41.
